procasp7 counter = procaspase-7 activators, primary screen, counter-screen for procaspase-3 activator project, biochemical, absorbance, HTS, human | Caspase-7 (Homo sapiens), P55210 | recombinant procaspase-7, Ac-DEVD-pNA absorbance 405 nm; D23A/D198A/D206A triple mutant, cannot self-cleave; scale: DMSO 0, 5 µM enzyme 100 | activation, % at 8.5 µM | actives 0.093% (n = 330,000);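 active means percent activation above the screen-wide mean plus 3 SD, cut at about 25% in these data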
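Material: Procaspase-7 triple mutant (PC-7 D3A) | Quantity: 2 µM procaspase-7 mutant as dispensed | Reagent: DEVD-pNA substrate | Times: 1 h preincubation, 2 h reaction | Technique: 405 nm absorbance of p-nitroaniline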
JMJD2C inh = inhibitors of GASC-1 histone demethylase, primary screen, biochemical, fluorescence, DELFIA europium | inhibition, % at 2.35 µM | GST-JMJD2C(1-420) H3K9me3 demethylation | actives 0.069% (n = 330,000);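 active means more than half of a compound's replicate wells show inhibition beyond 50%, single wells judged on their own value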;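 further: signal counts dimethyl H3K9 product captured on neutravidin plate; 0% = median of DMSO wells and 100% = 0.3 times that DMSO median; strong numbers were not always called active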
Target sequence (Q9H3R0 1-420 limits assumed): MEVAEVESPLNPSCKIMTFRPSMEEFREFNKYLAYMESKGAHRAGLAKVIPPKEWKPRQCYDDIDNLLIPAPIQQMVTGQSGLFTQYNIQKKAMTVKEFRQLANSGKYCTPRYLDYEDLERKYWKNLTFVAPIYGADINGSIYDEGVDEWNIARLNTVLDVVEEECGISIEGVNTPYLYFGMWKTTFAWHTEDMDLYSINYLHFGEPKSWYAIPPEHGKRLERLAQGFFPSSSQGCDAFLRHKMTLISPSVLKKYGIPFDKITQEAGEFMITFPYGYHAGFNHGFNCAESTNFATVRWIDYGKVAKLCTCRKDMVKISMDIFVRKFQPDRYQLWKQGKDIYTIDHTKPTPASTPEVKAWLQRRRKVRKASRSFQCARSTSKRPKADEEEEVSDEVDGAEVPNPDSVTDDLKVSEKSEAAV
PP1 counter = PP1-alpha phosphatase inhibitors, primary screen, counter-screen for PP5 inhibitor project, biochemical, fluorescence, OMFP substrate, single point; Serine/threonine-protein phosphatase PP1-alpha catalytic subunit (Homo sapiens), P62136; purified PP1alpha; inhibition, % at 6.7 µM; actives 0.9% (n = 320,000);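 active means inhibition above the mean inhibition of all tested compounds plus 3 SD, computed separately for each screening campaign, cut at about 15% in these data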
Target sequence (P62136 whole entry, looked up): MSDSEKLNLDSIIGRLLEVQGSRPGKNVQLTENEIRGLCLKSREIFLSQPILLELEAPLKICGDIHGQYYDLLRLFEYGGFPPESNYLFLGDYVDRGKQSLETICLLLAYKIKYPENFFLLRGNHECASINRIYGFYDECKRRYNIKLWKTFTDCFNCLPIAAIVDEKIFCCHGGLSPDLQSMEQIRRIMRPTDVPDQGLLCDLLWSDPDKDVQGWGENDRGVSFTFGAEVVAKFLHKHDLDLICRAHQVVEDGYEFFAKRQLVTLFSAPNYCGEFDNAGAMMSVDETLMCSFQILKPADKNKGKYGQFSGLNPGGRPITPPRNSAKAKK
CTSL1 counter = Fasciola hepatica cathepsin L1 inhibitors, primary screen, counter-screen for PFM18AAP inhibitor project, biochemical, QFRET, fluorogenic peptide substrate | actives 0.49% (n = 300,000) | recombinant F. hepatica cathepsin L1, Z-Leu-Arg-MCA fluorescence | inhibition, % at 5.96 µM;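 active means inhibition above the mean of all tested compounds plus 3 SD, set per screening campaign, cut at about 17% in these data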;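 further: 0% = plate median of test compound wells and 100% = 1 µM Z-Phe-Ala-diazomethylketone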
Efflux pump mplx = inhibitors of Candida efflux pumps in yeast, primary screen, S. cerevisiae, Nile Red, multiplex | S. cerevisiae Candida pump triplex | inhibition, % at 10 µM | actives 0.44% (n = 330,000) | AID 485275, 2010;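 active means plate passing quality check with inhibition over a set limit, or well fluorescence over plate mean plus 4 SD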;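 further: Nile Red retained in pooled yeast measured as flow cytometry median fluorescence; 0% = buffer negative control and 100% = Enniatin B positive control; higher means more Nile Red kept so more efflux inhibition; some compounds called inactive have numbers as strong as hits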
core dimer inh = inhibitors of HCV core protein dimerization, primary screen, biochemical, TR-FRET, high-throughput | TR-FRET GST/Flag-core106 dimerization, 1536-well | inhibition, % at 5 µM | actives 0.33% (n = 300,000) | AID 1899, 2009;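 active means inhibition above the mean of all tested compounds plus 3 SD, set per screening campaign, cut at about 45% in these data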
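System – GST-tagged and Flag-tagged HCV core protein residues 1-106 · Repeats – one well for each compound · Technique – TR-FRET 671 and 617 nm emission · Doses – one concentration, 5 µM, in 0.5% DMSO · Times – 4 h, 22.5 °C incubation · Also added – Eu donor and XL665 acceptor anti-tag antibodies · Measure – percent inhibition of core106 dimerization signal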
PP5 inh = PP5 phosphatase inhibitors, primary screen, biochemical, fluorescence. Serine/threonine-protein phosphatase 5 (Homo sapiens), P53041. AID 1987, 2009. inhibition, % at 6.7 µM. actives 0.18% (n = 320,000). purified PP5c, OMFP substrate fluorescence;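 active means inhibition above the campaign's mean inhibition across all tested compounds plus 3 SD, cut at about 9.5% in these data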;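 further: 0% = DMSO only and 100% = 100 µM cantharidin control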
TPT1 inh = Candida albicans TPT1 enzyme inhibitors, primary screen, biochemical, fluorescence polarization | actives 0.81% (n = 300,000) | recombinant caTPT1, FP RNA substrate dephosphorylation | tRNA 2'-phosphotransferase TPT1 (Candida albicans SC5314) | AID 1962, 2009 | inhibition, % at 5 µM;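 active means inhibition above the mean of all tested compounds plus 3 SD, set per screening campaign, cut at about 24% in these data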;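 further: plate controls were DMSO alone for no effect and ferristatin control at 100 nM for full effect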
proCasp3 act = activators of human procaspase-3 D3A mutant, primary screen, biochemical, absorbance, PC-3 D3A mutant, single concentration; Caspase-3 (Homo sapiens), P42574; actives 0.11% (n = 330,000); AID 463141, 2010; activation, % at 8.5 µM; recombinant procaspase-3 D3A, Ac-DEVD-pNA absorbance 405 nm;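 active means activation above the mean of all tested compounds plus 3 SD, cut at about 21% in these data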;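 further: 0% = DMSO alone and 100% = DMSO wells spiked with extra 5 µM PC-3 D3A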
Target sequence (P42574 whole entry D9A/D28A/D175A): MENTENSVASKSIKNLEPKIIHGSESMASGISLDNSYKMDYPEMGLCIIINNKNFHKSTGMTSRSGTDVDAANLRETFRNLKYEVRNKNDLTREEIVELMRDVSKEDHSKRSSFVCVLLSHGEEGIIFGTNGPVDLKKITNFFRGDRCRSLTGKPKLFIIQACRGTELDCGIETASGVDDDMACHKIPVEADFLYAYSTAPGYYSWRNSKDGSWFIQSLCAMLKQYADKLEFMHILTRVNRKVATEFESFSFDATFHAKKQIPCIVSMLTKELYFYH
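Technique: 405 nm absorbance of p-nitroaniline, reads at 0 and 120 min; Test system: Procaspase-3 D3A mutant; Incubation: 1 h enzyme-compound preincubation, then 2 h substrate reaction, 25 °C; Repeats: singlicate, each compound tested once; Benchmarks: low control DMSO wells, high control DMSO plus 5 µM PC-3 D3A.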
Numbers without * were called inactive; x = no result given; & = joins results of further samples. No enrichment for hits. Share with any hit: about 2.9%.

SMILES	procasp7 counter	JMJD2C inh	PP1 counter	CTSL1 counter	Efflux pump mplx	core dimer inh	PP5 inh	TPT1 inh	proCasp3 act
Cc1cccc(S(=O)(=O)c2c(C)cc(C)nc2Cl)c1	-2.8	-0.9	-3.0	1.2	0.1	-9.7	1.9	-0.8	10.1
O=C1C=C(c2ccccc2)CC(c2ccc(F)cc2)C1 (stereo unspecified)	11.2	3.6	1.6	-0.6	-0.1	5.3	1.3	-0.1	7.2
COc1ccc(Cl)cc1C(=O)OCC(=O)N(CC(C)C)c1c(N)n(Cc2ccccc2)c(=O)[nH]c1=O	-1.1	-4.4	-9.6	3.6	0.1	2.6	0.0	2.1	-2.9
Cc1cccc(N2C(=O)/C(=C\c3ccc(C(=O)O)cc3)c3ccccc3C2=O)c1	-1.6	-15.6	-1.6	3.7	-0.2	-4.3	-0.9	-2.5	-0.4
Cc1ccccc1NC(=O)CSc1nn2c(=O)c(C)nnc2s1	-2.9	7.7	-3.8	7.7	-0.1	-0.6	-2.1	-1.6	3.7
Cc1ccc2[nH]c(=O)c(CN(Cc3cccnc3)Cc3nnnn3CCN3CCOCC3)cc2c1	8.9	-2.8	-5.7	0.3	0.0	3.6	-0.7	-4.2	5.8
O=C(CCN1C(=O)C2C3CCC(C3)C2C1=O)OCC(=O)c1ccc(Br)cc1 (stereo unspecified)	8.7	0.0	-1.9	-3.6	0.4	-2.7	-0.3	-0.1	8.5
CN1CC(=O)N2Cc3[nH]c4ccccc4c3C[C@H]2C1=O	5.3	-12.3	8.7	6.0	0.0	-14.8	-0.8	1.2	4.4
CCCc1cc(=O)oc2c(C)c(O)c(CN3CCCCC3)cc12	9.1	5.4	0.6	1.4	0.0	1.3	1.7	-4.6	3.4
O=C(NCCCl)Nc1cccnc1Cl	4.1	-5.9	4.7	1.6	0.0	-2.7	1.6	-8.4	2.4
Cc1ccc(NS(=O)(=O)c2ccc(C(=O)OCC(=O)NCC3CCCO3)cc2)cc1 (stereo unspecified)	7.9	-9.6	-1.0	-5.7	0.0	0.9	-0.7	1.3	-5.2
O=C(O)C1CC=CCC1C(=O)Nc1cccc([N+](=O)[O-])c1 (stereo unspecified)	-0.8	2.2	0.5	-0.6	0.0	2.6	-0.9	1.1	7.7
Cc1cccc(-c2nc3c(c(SCC(=O)N(C)C)n2)CCCC3)c1	-0.2	3.7	1.6	-2.2	-0.1	-5.9	5.1	-4.0	3.5
N/C(=N\O)C1COc2ccccc2O1 (stereo unspecified)	-3.2	-3.1	0.6	-0.9	0.1	-7.8	2.4	-0.1	-6.7
CCC(C)(C(=O)NC1CCCCC1)N(C(=O)C1CCC(=O)N1)c1ccc(C)cc1 (stereo unspecified)	0.0	x	0.0	-1.0	0.2	1.1	-0.8	-0.3	6.6
CCCOC(=O)C1=C(C)NC(=O)NC1c1cc2c(cc1Br)OCO2 (stereo unspecified)	-2.9	9.6	-0.8	-3.3	-0.2	8.4	0.1	-2.3	6.7
Cc1[nH]c(=S)[nH]c(=O)c1Cc1ccc(OCC(C)C)cc1	2.8	-10.3	3.9	-0.8	0.0	1.8	-1.1	-2.4	-1.6
COCCOc1cc(NC(=O)c2sccc2Oc2ccc([N+](=O)[O-])cc2F)c(Cl)cc1Cl	13.7	0.1	4.9	0.4	-0.1	25.6	1.6	-2.8	-1.6
O=C(NCC(=O)N1CCCCCC1)c1ccc(Cl)cc1	9.2	-2.2	-3.7	0.3	0.0	8.9	-2.9	-2.3	-1.4
C[C@H](O)[C@@H](C(=O)N1CCN(C(=O)OC(C)(C)C)CC1)n1cc(CCCCNC(=O)OC(C)(C)C)nn1	8.3	-0.4	-4.1	-6.0	0.0	12.5	1.5	-0.7	10.0
O=C(CSc1ccc2nnc(-c3ccccn3)n2n1)Nc1ccc(F)cc1	2.8	-6.8	0.1	50.4*	0.1	14.2	4.4	-2.1	-2.8
NNC(=O)c1cccc(S(=O)(=O)Nc2cc(Cl)ccc2Cl)c1	-1.8	-1.5	-0.8	-2.5	0.0	1.9	1.3	2.1	-4.5
O=S(=O)(c1ccc2c(c1)CCN2)N1CCCC1	8.9	x	-4.3	x	-0.1	x	0.0	x	8.4
CCCC1=NN(C(=O)Cc2ccc(OC)c(OC)c2)C(O)(C(F)(F)F)C1 (stereo unspecified)	14.9	-2.8	-7.7	-3.8	0.0	-0.9	1.6	0.7	-0.2
CC(=O)c1ccc(S(=O)(=O)NCCC(=O)OCC(=O)NCCc2ccccc2)cc1	-1.4	-3.4	-3.1	-7.7	-0.1	-0.5	-0.9	-1.1	-10.3
CSCC(C)N1CCC(n2nccc2NC(=O)c2ccccc2C)CC1 (stereo unspecified)	6.4	-0.1	-0.3	-2.6	0.1	4.0	3.0	-5.0	-4.4
CCOC(=O)c1[nH]c(C)c(C(=O)N2CCN(c3ccccc3)CC2)c1C	5.5	0.0	1.9	-0.8	0.0	1.3	1.7	-4.2	-1.6
Cn1c(=O)c2c(nc(NCC3CCCO3)n2Cc2ccccc2)n(C)c1=O (stereo unspecified)	2.2	5.3	1.9	-0.8	0.0	-1.2	1.1	0.2	7.1
O=C(COC(=O)c1cc(=O)c2ccccc2o1)NC1CCCCC1	-1.1	-3.5	-1.7	3.7	0.0	3.3	-1.1	-2.7	-5.1
CCC(=O)Oc1ccc(C(=O)Nc2ccccc2C(=O)NCC(C)C)cc1	-4.4	-3.6	-3.8	-12.0	0.6	-5.4	4.6	-2.5	-5.1

Entries above with a COOH group:
SMILES	procasp7 counter	JMJD2C inh	PP1 counter	CTSL1 counter	Efflux pump mplx	core dimer inh	PP5 inh	TPT1 inh	proCasp3 act
Cc1cccc(N2C(=O)/C(=C\c3ccc(C(=O)O)cc3)c3ccccc3C2=O)c1	-1.6	-15.6	-1.6	3.7	-0.2	-4.3	-0.9	-2.5	-0.4
O=C(O)C1CC=CCC1C(=O)Nc1cccc([N+](=O)[O-])c1 (stereo unspecified)	-0.8	2.2	0.5	-0.6	0.0	2.6	-0.9	1.1	7.7

Further results
SMILES	procasp7 counter	JMJD2C inh	PP1 counter	CTSL1 counter	Efflux pump mplx	core dimer inh	PP5 inh	TPT1 inh	proCasp3 act
COc1cccc2c1OC[C@@H](CO)[C@H]2N(C)C(=O)Nc1ccc(Cl)cc1Cl	-7.5	1.0	-2.0	-1.3	0.3	-0.5	6.4	5.6	-2.7
CCOC(=O)c1ccc(NC(=S)NC2CC(C)(C)NC(C)(C)C2)cc1	2.0	-10.7	-3.9	0.6	-0.1	3.0	0.0	-2.4	1.0
COc1cccc(/C=N/Nc2nc(Nc3ccc([N+](=O)[O-])cc3)nc(N3CCCC3)n2)c1O	3.3	-3.5	15.5*	3.9	-0.4	28.9	5.5	-6.0	-4.4
COC(=O)c1cccc(Nc2ccc([N+](=O)[O-])cn2)c1	-8.8	-2.6	-1.2	6.0	0.0	-1.3	1.9	-0.1	0.1
CCCCN(CCCC)c1cn[nH]c(=O)c1Cl	-0.3	12.9	-4.4	4.7	0.0	0.7	0.3	1.8	-0.6
Cc1ccc(S(=O)(=O)NC2=NCN(CCc3ccccc3)CN2)cc1	5.1	-7.7	0.0	-4.1	0.2	-0.1	-2.5	-1.8	4.4
CCCc1cc(=O)[nH]c2nnc(SCC(=O)Nc3ccc(C(C)=O)cc3)n12	-0.1	-6.1	-0.1	5.7	0.0	1.1	1.2	-2.3	3.2
CC(=O)N(c1cccc(Cl)c1)c1nc(C)cc(C)c1C#N	-4.6	8.1	0.8	-0.2	0.1	-6.2	3.3	-3.1	0.2
CCOC(=O)N1CCN(c2cccc(C)c2C)CC1	-1.2	-2.6	-1.7	-2.8	0.1	0.3	0.9	0.2	-1.5
COc1cc(-c2noc(-c3ccccc3C(=O)NCc3ccco3)n2)cc(OC)c1OC	12.6	-18.6&-2.8	0.6	-2.5	0.0	-12.8	3.8	-1.2	8.4
CCCCCc1nnc(NC(=O)C2CCCO2)s1 (stereo unspecified)	-5.8	-20.9	-3.4	-1.1	0.0	2.7	0.2	0.2	3.4
COc1ccc(CCN(Cc2ccccn2)C(=S)Nc2ccc(C)cc2)cc1OC	0.8	-2.6	-0.8	0.9	0.1	0.8	1.3	-1.4	5.9
COc1ccc(-c2cc(C(=O)N/N=C/c3sccc3C)c3ccccc3n2)c(OC)c1	4.4	x	-2.9	1.8	0.0	6.3	3.2	-3.6	10.3
CCNc1c(NS(=O)(=O)c2ccc(OC)c(Cl)c2)c(=O)oc2ccccc12	8.6	-33.6	-1.7	4.5	-0.2	-1.6	0.5	0.1	-4.3
Cc1ccc(C)c(NS(=O)(=O)c2ccc3c(c2)Cc2cc(S(=O)(=O)Nc4cc(C)ccc4C)ccc2-3)c1	2.4	-4.0	8.3	1.8	-0.3	22.2	-0.8	2.6	-4.2
CC(=O)c1cccc(NC(=O)CSc2ccc(-c3ccc4c(c3)OCO4)nn2)c1	-9.0	-11.8	0.1	1.7	0.8	-4.8	-0.1	-0.6	-2.9
N#CCCn1cc(C(=O)O)c(-c2ccc3ccccc3c2)n1	-4.8	18.1	0.9	-2.2	-0.2	-11.1	0.4	-3.5	-6.8
CCOc1ccccc1CSc1nc2ccccc2[nH]1	-0.4	13.9	0.7	-7.2	0.7	-4.1	3.0	1.4	11.3
Cc1c(C(=O)NCc2n[nH]c(=S)n2-c2ccc(F)cc2)cccc1[N+](=O)[O-]	-1.7	x	-2.5	-0.1	0.0	-2.9	-0.6	-0.8	4.1
CC(=O)[C@]1(O)Cc2c(O)c3c(c(O)c2[C@@H](O[C@H]2C[C@H](N)[C@H](O)[C@H](C)O2)C1)C(=O)c1ccccc1C3=O	-7.4	39.9	-8.1	-3.6	0.4	-33.2	-7.2	-116.4	0.2
CCn1c2ccccc2c2cc(NC(=O)COC(=O)c3ccc(NC(=O)CC#N)cc3)ccc21	0.3	-6.9	64.1*	5.5	0.2	73.5*	0.3	3.3	0.5

High-throughput results deposited in PubChem by several laboratories.
